# High-throughput results from PubChem.
# IkB sig inh – IkB pathway inhibition in ABC-DLBCL cells. ABC-DLBCL IkBa-CBG/CBR dual luciferase ratio, 4 h; response scale: scaled: untreated 0%, proteasome inhibitor 100%. Potency, µM (series often up to 57.1 µM), for the others: top-dose IkBa stabilization activation. hit rate 0.04% among 110,000. AID 445; active = well fitted curve in the direction sought with a large enough effect in the signal ratio, not every such curve was filed as active; inconclusive = small, poorly fitted or top-dose-only effect, or a change in a side signal; the % refers to the signal ratio;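 note: the direction sought is a rising ratio; 0% = basal untreated cells and 100% = reference inhibitor full response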
#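 In this assay, an IκBα–CBG68 fusion accumulates when IKK-driven degradation is blocked; native CBR normalizes for cell number. OCI-Ly3 cells were treated 4 h with compound and doxycycline, then green and red light read after Chroma-Glo addition.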
# p53ts 32C tox – cytotoxicity in p53ts cells at permissive temperature | hit rate 0.93% among 130,000 | H1299-p53A138V at 32C, ATP luminescence viability, 24 h | Potency, µM (series often up to 46.1 µM), for the others: top-dose activity change, negative = cytotoxicity, actives largely listed as cytotoxic;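 note: 0% = DMSO and -100% = full killing by reference compound; nearly all actives have a fitted effect of over 55% in size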
#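 ATP-content luminescence (ATPlite) read-out after 24 h compound exposure at 32C in H1299-p53A138V cells (600/well). Tested up to 46 uM. Normalized to DMSO (0%) and 100 uM tamoxifen (100% killing); Hill-fit AC50.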
# Peg3 imprint – inducers of genomic imprint erasure in mouse ES cells | AID 1948 | hit rate 0.02% among 110,000 | mouse ES Peg3-LacZ reporter, beta-gal luminescence, 40 h | Potency, µM (series often up to 60.7 µM), for inactives: at the top dose activity change, positive = activation, most hits filed as activators;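 note: 0% = negative control wells on the plate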
#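 Readout: BetaGlo luminescence (5 min, room temp) for LacZ from the normally silent maternal Peg3 allele in female Peg3LacZ-Neo ES cells. Cells 300/well, 40 h, 37C, 5% CO2. Data normalized per plate to negative controls.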
# p53ts 39C kill – kills p53ts cells at the nonpermissive temperature; H1299-p53A138V viability at 39C, ATP luminescence, 24 h; Potency, µM (series often up to 46.1 µM), for the others: at the top dose activity change, negative = cell killing, hits mostly cytotoxic; hit rate 1.5% among 130,000; AID 902; note: nearly all actives have a fitted effect of over 55% in size
# * hit, by the source's call; ? = inconclusive; / = no result given; [ ] = remark or other dose. Unless noted, calls come from the whole dose curve; as a rule, active = well fitted curve in the direction sought with a large enough effect; inconclusive = small, poorly fitted or top-dose-only effect, or another doubt; inactive = no such curve, though single readings can be large; an effect the other way counts as inactive or inconclusive. Unless noted, % is set by controls: 0 for no effect and ±100 for the full control effect; potency is the fitted concentration of half-maximal effect.
SMILES,IkB sig inh,p53ts 32C tox,Peg3 imprint,p53ts 39C kill
O=C(NC(=O)c1cccc(F)c1)Nc1ccc(-c2cc(C(F)(F)F)nn2-c2ccccc2)cc1,1.7%,-4%,-11%[10.9 µM],3%
O=C1C=C(N(CCO)CCO)C2(CCCCC2)O1,1.5%,-5%,-3%,-5%
COc1ccc(N(C)S(=O)(=O)c2ccc3c(c2)n(C)c(=O)c(=O)n3C)cc1,-1.4%,1%,7%[10.9 µM],13%
COc1cccc(Nc2ncc3nc(C)c(=O)n(C[C@H]4CCCO4)c3n2)c1,-4.1%[11.4 µM],4%,-6%,0%
Cc1ccc(S(=O)(=O)n2nc(-c3ccc(Cl)cc3)nc2NCc2ccco2)cc1,4.0%,8%,-16%,3%
S=C1NC=NC2N=CNC12 (stereo not drawn),3.8%,-4%[1.84 µM],-1%,?
Cc1nn(CC(=O)NCc2cccc(F)c2)c(=O)c2c(C)n(-c3ccc(Cl)cc3)nc12,?,19%,-5%[10.9 µM],6%
Cc1cc(C(=O)Nc2nc3ccc(S(C)(=O)=O)cc3s2)c(C)o1,2.4%,?,-84%[inhibitor],-27%
Cc1ccc(-c2cn3c(n2)sc2cc(C(=O)NCCC4=CCCCC4)ccc23)cc1,0.5%,9%,-15%[10.9 µM],-9%
Cc1ccc(CNC(=O)c2ccc(CSCc3cccc(C)c3)o2)cc1,?,7%,-17%[10.9 µM],-26%
CCOc1ccc(-n2c(SC(C)C(=O)OC)nc3c(c2=O)SCC3)cc1 (stereo not drawn),1.8%,10%,2%,8%
CC1CCc2sc3nc(N4CCN(CCO)CC4)n4ncnc4c3c2C1 (stereo not drawn),-3.6%,-6%,-5%,-15%
COc1cc(NC(=O)Cn2nc3c(cc2=O)CC(C)CC3)cc(OC)c1OC (stereo not drawn),?,-1%,-2%[10.9 µM],-22%
O=C(COC(=O)CSCC(=O)N1CCCCC1)Nc1ccc(Cl)cc1,1.0%,-3%,-8%,-12%
O=C(CN1CCN(S(=O)(=O)c2cc(Cl)ccc2Cl)CC1)Nc1cccc(F)c1,?,0%,14%[10.9 µM],-23%
Nc1nc2n[nH]nc2c(=O)[nH]1,?,?,4%[16.8 µM],-30%[20.6 µM]
CC(c1ccccc1)C1CC(=O)N(CC(=O)O)C1=O (stereo not drawn),1.6%,0%,2%,4%
COc1ccc(C(=O)c2oc3ccccc3c2NC(=O)COc2c(C)cc(C)cc2C)cc1,0.4%,0%,-4%[10.9 µM],9%
O=C1CC(c2ccc(S(=O)(=O)N3CCN(c4ccccc4)CC3)cc2)CN1 (stereo not drawn),0.4%,9%,-6%,12%
Cc1c(Cl)cccc1N1C(N)=C(C#N)C(c2cc(CN3CCOCC3)cs2)C2=C1CCCC2=O (stereo not drawn),?,-2%,7%[10.9 µM],-13%
Cc1ccc(N2CC(C(=O)NCc3nnnn3-c3ccc(C)c(C)c3)CC2=O)cc1 (stereo not drawn),?,7%,6%[10.9 µM],8%
COc1ccc(CCN(C)CCN2C(=O)c3ccccc3C2=O)cc1OC,-0.3%,4%,0%,9%
Cc1ccc(SCc2cc(=O)[nH]c(N3CCOCC3)n2)cc1,-2.3%,1%,-10%,4%
Cn1c(=O)n(CC(=O)O)c(=O)c2c1nc1n2CCS1,-1.1%,1%,5%,4%
Cc1cc(C)c2c(=O)nc(SCc3ccccc3C)n(C3CC3)c2n1,?,-8%,-10%[10.9 µM],3%

# In the list so far, two contain two or more sulfur atoms:
SMILES,IkB sig inh,p53ts 32C tox,Peg3 imprint,p53ts 39C kill
Cc1cc(C(=O)Nc2nc3ccc(S(C)(=O)=O)cc3s2)c(C)o1,2.4%,?,-84%[inhibitor],-27%
CCOc1ccc(-n2c(SC(C)C(=O)OC)nc3c(c2=O)SCC3)cc1 (stereo not drawn),1.8%,10%,2%,8%

# (continued)
SMILES,IkB sig inh,p53ts 32C tox,Peg3 imprint,p53ts 39C kill
Cc1ccc2nc(SCCC#N)nc(C)c2c1,-3.7%,-7%,-3%,4%
Cc1ccc(C2c3[nH]c4ccccc4c3CCN2C(=O)CSCc2ccc(F)cc2)cc1 (stereo not drawn),0.7%,-3%,-3%[10.9 µM],-11%
c1ccc(CN2CCN(CCN3CCn4c3nc3ccccc34)CC2)cc1,-0.8%,-6%,-11%,6%
COc1c(C)cccc1C(=O)Nc1ccc(CN2CCOCC2)cc1,0.5%,-18%,-67%[inhibitor],-18%
CCCCCn1c(SCCCC)nc2c1c(=O)[nH]c(=O)n2C,2.2%,4%,-4%,-10%
COc1cccc(/C=C/c2nc(C#N)c(NC3CCCCC3)o2)c1,?,-6%,-8%[10.9 µM],3%
C=CCn1c(SCn2nnc3ccccc3c2=O)nnc1-c1ccc(Br)cc1,0.2%,-7%,-17%,-1%
CC(=O)c1ccc(C2C=CC(O)C(CO)O2)cc1 (stereo not drawn),/,0%[9.22 µM],/,8%[9.22 µM]
CC1(C)CC(NC(=O)CCc2ccccc2)CC(C)(C)N1,0.9%,-2%,1%,5%
COc1cc2nc(-c3ccc(Br)o3)oc(=O)c2cc1OC,-1.9%,-3%,-12%,8%
COc1ccc(Nc2c(C)cccc2C)cc1,/,1%,/,9%
COc1ccc(C)cc1NC(=O)CSc1nnnn1Cc1ccccc1,0.6%,0%,-16%,-6%
Cc1cc(C)c2c(=O)cc(C(=O)Nc3sc4c(c3C#N)CCCC4)oc2c1,?,10%,-10%[10.9 µM],-14%
N[C@H](Cc1cccc(-c2ccccc2CP(=O)(O)O)c1)C(=O)O,0.4%,-6%,/,13%
COc1ccc(S(=O)(=O)c2cn(CC(=O)Nc3ccccc3)c3ccc(Cl)cc3c2=O)cc1,2.8%,10%,-11%[10.9 µM],-10%
CCN(Cc1ccccc1)C(c1ccccn1)c1nnnn1C1CCCCC1 (stereo not drawn),/,-9%,/,5%
CCOC(=O)c1c(NC(=O)CSc2nnc(CNc3ccc(Cl)cc3)o2)sc(C)c1C,/,4%,/,13%
Cn1c(=O)oc2cc(S(=O)(=O)NCCC(=O)Nc3ccc4c(c3)OCCO4)ccc21,-0.2%,3%,0%,-7%
COc1cc2c(O)c3c(c(-c4ccc5c(c4)OCO5)c2cc1OC)C(=O)OC3,-3.7%,-18%,-9%,-8%
CN(C)S(=O)(=O)Nc1ccc(Br)cc1F,-2.7%,-5%,2%,5%
COc1ccccc1CNc1cc(-c2cccc(NS(C)(=O)=O)c2)ncn1,1.2%[11.4 µM],-14%,-12%,-10%
CCCN(CCC)C(=O)C1CCCN(c2ncnc3onc(-c4ccc(F)cc4)c23)C1 (stereo not drawn),?,4%,-8%[10.9 µM],0%
CCN(CC)CCNC(=O)C(C)c1nn(CC)c(=O)c2ccccc12 (stereo not drawn),/,-7%,/,5%
Cc1cccc(OCC(O)Cn2c(NCc3cccnc3)nc3c2c(=O)[nH]c(=O)n3C)c1 (stereo not drawn),-0.5%,-5%,-3%,8%
COc1ccc(S(=O)(=O)N(C)C2CCS(=O)(=O)C2)cc1OC (stereo not drawn),-2.5%,2%,4%,3%

# Brought forward from above: 3 compounds; new compounds follow.
SMILES,IkB sig inh,p53ts 32C tox,Peg3 imprint,p53ts 39C kill
CCN(CC)CCNC(=O)C(C)c1nn(CC)c(=O)c2ccccc12 (stereo not drawn),/,-7%,/,5%
Cc1cccc(OCC(O)Cn2c(NCc3cccnc3)nc3c2c(=O)[nH]c(=O)n3C)c1 (stereo not drawn),-0.5%,-5%,-3%,8%
COc1ccc(S(=O)(=O)N(C)C2CCS(=O)(=O)C2)cc1OC (stereo not drawn),-2.5%,2%,4%,3%
CC1(C)CC(=O)C(/C=N/n2cnc3ccccc3c2=O)=C(O)C1,5.5%,-11%,-4%,-5%
Cc1ccc2occ(CC(=O)Nc3nnc(C(C)C)s3)c2c1,-0.5%,-1%,9%[10.9 µM],11%
COCC(C)n1c(C)cc(C(=O)COC(=O)c2ccc3ncsc3c2)c1C (stereo not drawn),0.5%,1%,-12%,0%
CCc1nc2ccc(C(=O)NCCc3ccc(OC)c(OC)c3)cc2nc1CC,1.2%,8%,-6%[10.9 µM],-1%
O=C(O)CCC(=O)Nc1ccccc1C(=O)NCc1ccco1,/,16%,/,6%
O=C(CCS(=O)(=O)c1cccc2nsnc12)N1CCN(C(=O)c2ccco2)CC1,-1.4%,-5%,0%,-6%
COc1ccc(-n2ncc(C(=O)N3CCOCC3)c2C2CCN(C(=O)OC(C)(C)C)CC2)cc1,-1.0%,-9%,6%[10.9 µM],6%
Cc1ccccc1C(=O)N1CCC(C(=O)Nc2ccc(S(=O)(=O)N3CCCC3)cc2)CC1,0.7%,5%,-5%,16%
Cc1cc2cc3c(cc2nc1SCC(=O)N1CCN(C(=O)c2ccco2)CC1)OCO3,1.0%,-15%,-17%,-17%
CC1CCCCN1C(=O)CSc1nnc(-c2ccco2)n1CC1CCCO1 (stereo not drawn),0.8%,3%,-11%,-3%
CS(=O)(=O)N1CCN(c2ccccc2NC(=O)c2ccc(Cl)cc2)CC1,0.1%,2%,-25%,-12%
Cc1cc(C)nc(SCc2nnc(SCC(=O)Nc3ccccc3C)n2Cc2ccco2)n1,0.3%,3%,-15%,9%
CCCCOc1cccc(NC(=O)CSc2nnc(C)s2)c1,?,1%,13%[10.9 µM],16%
Oc1ccc(-c2nc3ccccn3c2Nc2ccc3c(c2)OCCO3)cc1,?,?,-11%[10.9 µM],?
COc1ccccc1N1CCN(C(c2ccc(Cl)cc2)c2nnc(-c3cccc(F)c3)o2)CC1 (stereo not drawn),?,19%,-9%[10.9 µM],-7%
COc1cccc(C2C=C(c3cccs3)Nc3ncnn32)c1OC (stereo not drawn),-1.0%,-2%,-3%,-5%
CCOC(=O)c1c(C)oc2ccc(O)c(CN(C)C)c12,1.1%,-5%,-3%,-1%
CCCC(=O)c1ccc(N2CCN(C(=O)c3ccccc3)CC2)c(F)c1,?,-7%,-14%,-7%
COc1ccc(CNC(=O)C(CC(C)C)NS(=O)(=O)c2ccc3c(c2)CCN3C(C)=O)cc1 (stereo not drawn),0.8%,12%,20%[10.9 µM],13%
CCOc1ccc(-c2cc(C(=O)N3CCN(c4cc(Cl)ccc4C)CC3)c3ccccc3n2)cc1,-0.8%,-6%,-10%[10.9 µM],-24%
Cc1ccc(C2CC(C(F)F)n3ncc(C(=O)Nc4c(C)nn(Cc5c(F)cccc5Cl)c4C)c3N2)cc1 (stereo not drawn),/,-2%,/,-3%
CC(OC(=O)c1cccs1)C(=O)NCc1ccccc1 (stereo not drawn),-0.5%,3%,24%,-1%
Cc1ccc2[nH]c(=O)c3cc(C(=O)N(C)Cc4ccco4)sc3c2c1,?,-14%,-13%,-26%
Cc1cc(NC(=O)c2noc3c2CCc2ccccc2-3)n(-c2ccccc2)n1,9.0%,-4%,-7%,-7%
O=C(c1ccncc1)N1CCC[C@@]2(CCN(c3ccccc3)C2)C1,2.3%[11.4 µM],5%,/,-13%

# Copied from the list.
# In p53ts 39C kill, O=C(NC(=O)c1cccc(F)c1)Nc1ccc(-c2cc(C(F)(F)F)nn2-c2ccccc2)cc1 has the entry 3%
# In p53ts 39C kill, CC1(C)CC(NC(=O)CCc2ccccc2)CC(C)(C)N1 has the entry 5%
# In Peg3 imprint, Cc1cc(C)nc(SCc2nnc(SCC(=O)Nc3ccccc3C)n2Cc2ccco2)n1 has the entry -15%
# In p53ts 32C tox, O=C1CC(c2ccc(S(=O)(=O)N3CCN(c4ccccc4)CC3)cc2)CN1 (stereo not drawn) has the entry 9%

# Additional results follow:
SMILES,IkB sig inh,p53ts 32C tox,Peg3 imprint,p53ts 39C kill
COc1ccc(S(=O)(=O)N2CCC(C(=O)N3CCc4ccccc4C3)CC2)cc1OC,1.3%,-3%,-11%,-2%
CCOC(=O)c1cc(NC(=O)c2ccc(C)cc2)c(=O)n2c1oc1ccc(Cl)cc12,5.5%,-10%,-2%[10.9 µM],2%
Cc1ccc(C(=O)NCc2nnc(SCC(=O)Nc3sc4c(c3C#N)CCCC4)n2C)cc1,1.2%,-3%,-10%,-9%
Cc1ccc(OCC(=O)NCCO)cc1C,1.8%,1%,-22%,11%
O=C(Oc1cccc(-n2cnnn2)c1)c1ccco1,/,12%,/,18%
O=C(Nc1cccc(C(=O)N2CCN(c3ccc(F)cc3)CC2)c1)c1nsc2ccccc12,9.8%,-25%,8%[10.9 µM],-29%
COc1ccc(C(=O)Nc2cccnc2)cc1OC,/,17%,/,0%
CC(=O)O[C@H]1CC[C@@]2(C)[C@@H](CC[C@H]3[C@H]2CC(=O)[C@@]2(C)[C@@H]3C[C@H]3CC(C)=CC(=O)[C@H]32)C1,1.1%[11.4 µM],4%[9.22 µM],-8%[10.9 µM],20%[9.22 µM]
